# PolyA inhibitor: blocks polyadenylation in yeast reporter cells; S. cerevisiae SKY197-pL101 polyadenylation reporter, beta-gal luminescence; efflux-impaired pdr1/pdr3 knockout yeast; score 100 = 6 SD above DMSO; calls only at 12 µM; hit rate 0.02% among 300,000; AID 1875;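 active = lowest replicate activity score at least 50, where 100 means six control SD above control mean; inconclusive = lowest score under 50 but half or more replicates reach 50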;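 also: yeast exposed to compound for 9 h at 30 °C; higher score means more reporter readthrough which indicates perturbed polyadenylation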
# KCNQ1 pot: potentiates or activates the human KCNQ1 potassium channel. B-score at 10 µM. AID 2648. CHO-K1 KCNQ1, thallium flux FluxOR fluorescence; active compounds read high. hit rate 0.35% among 310,000;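 active = fluorescence ratio B-score, a plate-corrected score, at least three library SD, with initial intensity B-score within 5 SD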
# Target sequence (P51787 whole entry, looked up): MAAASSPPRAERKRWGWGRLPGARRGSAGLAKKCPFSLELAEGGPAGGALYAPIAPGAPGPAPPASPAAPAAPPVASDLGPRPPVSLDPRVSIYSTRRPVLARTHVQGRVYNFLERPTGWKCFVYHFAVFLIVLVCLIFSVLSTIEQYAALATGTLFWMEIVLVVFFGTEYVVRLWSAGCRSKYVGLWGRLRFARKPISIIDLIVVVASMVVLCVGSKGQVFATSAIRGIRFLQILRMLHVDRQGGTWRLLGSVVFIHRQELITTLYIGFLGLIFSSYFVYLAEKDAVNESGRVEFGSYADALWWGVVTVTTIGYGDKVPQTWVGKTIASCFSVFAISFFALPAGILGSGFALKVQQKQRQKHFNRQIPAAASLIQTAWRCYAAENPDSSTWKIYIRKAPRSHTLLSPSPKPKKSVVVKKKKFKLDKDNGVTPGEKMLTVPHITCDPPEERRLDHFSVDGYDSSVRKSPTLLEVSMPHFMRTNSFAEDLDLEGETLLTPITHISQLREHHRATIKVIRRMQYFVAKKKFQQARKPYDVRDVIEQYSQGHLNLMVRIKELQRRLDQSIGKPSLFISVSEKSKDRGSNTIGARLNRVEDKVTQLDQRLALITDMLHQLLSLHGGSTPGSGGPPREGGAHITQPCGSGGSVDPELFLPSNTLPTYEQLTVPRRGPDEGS
#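 Schedule – 37 °C overnight plating, 90-min dark dye load, 20-min compound pretreatment · System – stable KCNQ1 CHO-K1 line · Probe or stimulus – thallium- and potassium-containing depolarizing buffer · Measured by – kinetic FluxOR fluorescence, 10 s baseline plus 110 s post-stimulus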
# GSK3B inh: blocks human GSK3beta kinase activity. activity score (negative = inhibition), % at 10 µM. GST-GSK3beta kinase, ADP-Glo luminescence, 60 min; active compounds read low. hit rate 0.038% among 300,000;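 active = more than half of replicate wells score below -50%, meaning over 50% inhibition versus plate controls; inconclusive = some replicates but at most half score below -50%; inactive = no replicate scores below -50%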;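 also: 0% = median DMSO wells and -100% = median GW8510 positive control wells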
# Target sequence (P49841 whole entry, looked up): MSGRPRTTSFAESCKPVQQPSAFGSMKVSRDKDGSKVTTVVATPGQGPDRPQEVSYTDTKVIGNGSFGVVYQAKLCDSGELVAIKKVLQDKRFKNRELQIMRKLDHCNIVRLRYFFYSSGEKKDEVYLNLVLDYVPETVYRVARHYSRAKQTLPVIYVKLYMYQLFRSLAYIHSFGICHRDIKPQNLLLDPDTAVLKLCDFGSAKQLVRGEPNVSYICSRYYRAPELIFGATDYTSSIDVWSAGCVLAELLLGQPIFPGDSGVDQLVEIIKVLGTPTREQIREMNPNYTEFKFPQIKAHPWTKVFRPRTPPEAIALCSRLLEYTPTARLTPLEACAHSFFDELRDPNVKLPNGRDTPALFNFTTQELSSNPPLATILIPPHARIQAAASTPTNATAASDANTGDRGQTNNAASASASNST
#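 Assay system: GST-tagged human GSK3beta kinase, cell-free; Input: 1.6 ng GSK3beta; Medium: Tris/MgCl2 kinase buffer; Timing: 60 min enzyme reaction, room temperature; Signal: ADP-Glo luminescence quantifying ADP generated by kinase; Evaluation: score relative to plate controls; Benchmarks: DMSO neutral wells and GW8510 at 20 µM as positive.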
# Dyrk1A ADPGlo: inhibitors of rat Dyrk1A kinase. ADP-Glo luminescence, NFATc1 peptide. Q63470. hit rate 0.43% among 310,000. inhibition, % at 12.5 µM; in the data active = inhibition above about 50%;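 also: plate controls were vehicle with enzyme for no effect and no enzyme for full effect; many of its hits are not listed in these tables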
# KCNQ1 block: blocks the human KCNQ1 potassium channel; P51787; CHO-K1 KCNQ1, FluxOR thallium flux fluorescence; active compounds read high; B-score at 10 µM; hit rate 1.3% among 310,000; AID 2642;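 active = compounds whose thallium flux B-score, printed positive for inhibition, exceeds three library SD while starting fluorescence stays within three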;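 also: channel opened by potassium depolarization with thallium stimulus after 20 min compound exposure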
# hERG rescue: compounds protecting human hERG from proarrhythmic drug block; CHO-hERG, FluxOR thallium flux, dofetilide IC70 present; hit rate 0.51% among 310,000; AID 1511; Q12809; activation (rescue from dofetilide block), less the hit threshold, % at 10 µM;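 active = activation above the mean of controls blocked by dofetilide plus 5 SD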;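 also: thallium influx through hERG after potassium depolarization seen as dye fluorescence rise; in these data hits start at about 4.7%; inactives centre near -7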
# GSK3 alpha inh: inhibitors of human GSK-3 alpha kinase. inhibition, % at 10 µM. AID 2650. hit rate 0.1% among 320,000. P49840. ADP-Glo luminescence, 60 min;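 in the data active = inhibition above about 50%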;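 also: GST-tagged GSK-3 alpha with peptide substrate and 25 µM ATP; 0% = DMSO neutral wells and 100% = GW8510 positive control wells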
# RGS4 act: RGS4 potentiation or activation; B-score at 10 µM; HEK293 M3R/inducible RGS4, carbachol calcium flux Fluo4; active compounds read low; AID 463111; hit rate 0.92% among 310,000;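 active = B-score of the integrated calcium signal more than 4 SD below the library mean, with starting fluorescence not abnormally high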;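 also: negative B-score means reduced calcium response which marks RGS4 activation or potentiation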
#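 Reagent: ECmax carbachol challenge; Test system: M3R-expressing HEK293 line, RGS4 induced by doxycycline; Schedule: overnight RGS4 induction, 30 min dye load 37 °C, 20 min compound RT; Detection: calcium dye Fluo4 fluorescence; Read-out: Agonist-evoked peak-minus-minimum fluorescence over baseline, integrated ratio, B score.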
# HDAC3 inhib: inhibitors of human histone deacetylase 3. O15379. recombinant HDAC3, fluorogenic peptide/trypsin coupled, fluorescence. inhibition, % at 8.3 µM. hit rate 0.15% among 320,000. AID 2718; in the data active = inhibition above about 26%, passing the limit was not always enough; inconclusive = no clear call, values can overlap the other calls
# KCNK3 inh: human KCNK3 channel inhibition, primary screen; O14649; CHO-KCNK3 thallium flux, FluxOR fluorescence; active compounds read low; B-score at 10 µM; hit rate 0.84% among 340,000;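 active = B-score under library mean minus 4 SD, starting fluorescence ratio at most library mean plus 5 SD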;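 also: more negative B-score means stronger inhibition of thallium flux through KCNK3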
# KCNK9 inh: human KCNK9 channel inhibition; Q9NPC2; hit rate 1.2% among 310,000; B-score at 10 µM; HEK293 KCNK9, FluxOR thallium flux fluorescence; active compounds read low; AID 488922;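 active = ratio B-score over 3 SD below the library mean, with starting fluorescence within 5 SD of its mean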;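 also: negative B-score means less thallium flux so channel inhibition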
# Starred values were filed as active, the others as inactive; i = inactive; ? = inconclusive; nt = not tested or not shown. The list is partial, so the mix of outcomes need not match the whole.
SMILES,PolyA inhibitor,KCNQ1 pot,GSK3B inh,Dyrk1A ADPGlo,KCNQ1 block,hERG rescue,GSK3 alpha inh,RGS4 act,HDAC3 inhib,KCNK3 inh,KCNK9 inh
O=c1[nH]c2c(s1)C(c1ccccc1)C1C3CCC(C3)C1S2 (centres undefined),i,i,-1,4,i,-9,21,i,6,i,i
CCOc1ccc(S(=O)(=O)N(CC)CC(=O)NCc2ccncc2)cc1C,i,i,2,0,i,-4,-2,i,2,i,i
CCOC(=O)c1sc(N)nc1C(C)(C)C,i,i,1,0,i,-9,-2,i,9,i,i
O=C(NC1CC2CCC(C1)N2Cc1ccccc1)c1ccccc1Br (centres undefined),i,i,-3,0,i,-7,0,i,-1,i,i
O=C(Cc1ccc(F)cc1)NC1CCSC1=O (centres undefined),i,i,-1,-4,i,-3,-2,i,-3,i,i
Cc1nn(C)c(=O)n1N(C)c1ncc(C(F)(F)F)cc1Cl,i,i,2,-2,i,-10,-2,i,4,i,i
Cc1nc(NCCc2ccccc2)c2oc3ccccc3c2n1,i,i,1,9,i,-30,-4,i,12,-10*,-13*
O=C(NC1CCCc2ccccc21)c1cn2ccccc2n1 (centres undefined),i,i,3,1,i,-4,-2,i,2,i,i
CCN(CCCNC(=O)C1CCC(=O)N1Cc1ccc(C)cc1)c1cccc(C)c1 (centres undefined),i,i,1,4,i,-5,2,i,?,i,i
Cc1ccc(C(=O)N/C(=C\c2ccco2)C(=O)NCCN2CCCCC2)cc1C,i,i,-2,0,i,-7,0,i,6,i,i
CCn1c(COc2ccc(=O)n(-c3ccccc3)n2)n[nH]c1=S,i,i,2,-2,i,-10,0,i,3,i,i
CCOc1ccc(N/C(N)=N/c2nc(CSc3nnc(C)s3)cc(=O)[nH]2)cc1,i,i,2,-1,i,-13,3,i,nt,i,i
CC(C)n1cc(C(=O)c2cc(Br)ccc2O)cc(C#N)c1=O,i,i,3,1,i,-9,-2,i,4,i,i
COC(=O)c1ccc(N=NN2CCOCC2)cc1,i,i,-3,0,i,-7,2,i,10,i,i
O=C(Nc1ccccc1C(=O)N1CCCC1)c1ccc(Cl)cc1Cl,i,i,3,-2,i,-9,2,i,-2,i,i
CN(C)c1nc(OCCOC(=O)c2ccccc2)nc(N(C)C)n1,i,i,2,-5,i,-12,-2,i,0,i,i
CC1CC(=O)Nc2ccccc2N1S(=O)(=O)c1ccc(F)cc1F (centres undefined),i,i,2,2,i,-8,3,i,1,i,i
CC(Nc1ncnc2nc[nH]c12)c1ccccc1 (centres undefined),i,i,-1,13,i,-5,7,i,3,i,i
Cc1nnc(SCC(=O)Nc2cccc([N+](=O)[O-])c2)n1CC1CCCO1 (centres undefined),i,i,-2,-7,i,-5,-2,i,-3,i,i
CCOC(=O)N1CCN(C(=O)c2c(N)no[n+]2[O-])CC1,i,i,1,4,i,-14,6,i,0,i,i
CCOc1ccc(C2/C(=C(/O)c3ccc4c(c3)CC(C)O4)C(=O)C(=O)N2CCCn2ccnc2)cc1OCC (centres undefined),i,i,1,5,i,-6,-2,i,1,i,i
Cc1ccc(C(=O)NC(NC(=O)c2ccc(C)cc2)c2cccc([N+](=O)[O-])c2)cc1,i,i,-4,3,i,-9,2,i,0,i,i
Cc1ccc(C2c3c(-c4ccccc4O)n[nH]c3C(=O)N2Cc2ccncc2)cc1 (centres undefined),i,i,2,11,i,12*,nt,i,8,i,i
CC(NC(=O)C(C)N1C(=O)c2cccc([N+](=O)[O-])c2C1=O)c1ccccc1 (centres undefined),i,i,nt,-8,i,-8,-1,i,-2,i,i
O=C(CSC1=NS(=O)(=O)c2ccccc21)Nc1ccccc1,i,i,1,-1,7*,-24,2,i,13,i,i
Cc1ccc(S(=O)(=O)Nc2ccc(C(=O)N3CCCC3)cc2)cc1,i,i,-4,-6,i,-12,1,i,10,i,i
CC(Sc1nc2c(c(=O)[nH]1)CCCC2)C(=O)Nc1ccc(Br)cn1 (centres undefined),i,i,-2,-1,i,-1,-2,i,-9,i,i
O=C(Nc1cccc(F)c1)Nc1cnccn1,i,i,-1,9,i,-10,0,i,nt,i,i
CCn1c(SCC(=O)NCc2ccco2)nc2cccnc21,i,i,-1,0,i,-5,2,i,?,i,i
Cc1onc(-c2c(Cl)cccc2Cl)c1COC(=O)c1ccc([N+](=O)[O-])cc1,i,i,-8,nt,i,-10,0,i,-3,i,i

# Full records, looked up by structure. Screens in order: PolyA inhibitor	KCNQ1 pot	GSK3B inh	Dyrk1A ADPGlo	KCNQ1 block	hERG rescue	GSK3 alpha inh	RGS4 act	HDAC3 inhib	KCNK3 inh	KCNK9 inh
# Profile of CC(Sc1nc2c(c(=O)[nH]1)CCCC2)C(=O)Nc1ccc(Br)cn1 (centres undefined) → i	i	-2	-1	i	-1	-2	i	-9	i	i
# Profile of CC(Nc1ncnc2nc[nH]c12)c1ccccc1 (centres undefined) → i	i	-1	13	i	-5	7	i	3	i	i
# Profile of CC(NC(=O)C(C)N1C(=O)c2cccc([N+](=O)[O-])c2C1=O)c1ccccc1 (centres undefined) → i	i	nt	-8	i	-8	-1	i	-2	i	i

# New compounds follow
SMILES,PolyA inhibitor,KCNQ1 pot,GSK3B inh,Dyrk1A ADPGlo,KCNQ1 block,hERG rescue,GSK3 alpha inh,RGS4 act,HDAC3 inhib,KCNK3 inh,KCNK9 inh
Cc1cccc(CN2CCN(C(=S)Nc3ccccc3)CC2)c1,i,i,0,nt,i,-8,0,i,3,i,i
Cc1cc(C)nc(/N=C2\NC(=O)CC(C(=O)O)N2c2cccc(Cl)c2)n1 (centres undefined),i,i,1,nt,i,-1,-1,i,-8,nt,i
Cc1ccccc1Nc1c(C)c(C)nc2ncnn12,i,i,-4,-3,i,-12,2,i,0,i,i
CCOC(=O)c1cc(NC(=O)CC(C)(C)CC(=O)O)ccc1N1CCCCC1,i,i,2,2,i,-7,-2,i,4,i,i
N=P(N1CCOCC1)(N1CCOCC1)C12CC3CC(CC(C3)C1)C2,i,i,-4,16,i,-6,-4,i,-7,i,i
Cc1cc(Br)ccc1SCC(=O)OCC(=O)NC1CC1,i,i,1,-1,i,-10,7,i,-1,i,i
CCOC(=O)C(CCC(=O)O)(CCC(C)C)c1csc(N)n1 (centres undefined),i,i,0,-10,i,-12,-2,i,-7,i,i
OC(CN1CCN(Cc2ccccc2)CC1)c1ccc(Br)cc1 (centres undefined),i,i,0,-4,i,-8,-2,i,0,i,i
S=C(Nc1ccc(Cl)cc1)NN1CCOCC1,i,i,2,0,i,1,-1,i,1,i,i
C=CCOC(=O)CCCC(=O)NC1CCCCC1,i,i,1,-5,i,-9,1,i,-5,i,i
Cc1cc(C)cc(N(CCC(=O)O)S(=O)(=O)c2ccc3ccccc3c2)c1,i,i,7,6,i,-2,-8,i,-3,i,i
Cc1ccc(S(=O)(=O)N2CC(O)CC2C(=O)Nc2ccc3c(c2)CCC3)cc1 (centres undefined),i,i,0,1,i,1,-2,i,14,i,i
O=C(O)c1nn(-c2ccccc2)c(-c2ccccc2)c1C(=O)c1ccccc1,i,i,0,-1,i,-12,-2,i,-4,i,i
O=C(NCc1ccco1)C(=O)NCC1OCCN1C(=O)c1ccc(Cl)cc1 (centres undefined),i,i,2,-1,i,-4,-1,i,6,i,i
COc1ccc(OC)c(/C=N/NC(=O)Cc2nc3ccccc3[nH]2)c1,i,i,0,9,i,-14,-1,i,2,i,i
COC/C=C/C1=CC2=CC(=O)C(C)(OC(=O)c3cnc4ccccc4n3)C(=O)C2=CN1Cc1ccc(OC)cc1 (centres undefined),i,i,2,nt,i,-11,0,i,4,i,i
O=C(CN1C(=O)NC2(CCCCCC2)C1=O)N1CCN(S(=O)(=O)c2ccc(Cl)cc2)CC1,i,i,2,0,i,-9,-3,i,1,i,i
Cc1ccc(-n2nc(CN3CCOCC3)c(-c3ccccc3)c2N)c(C)c1,i,i,-1,2,i,-5,1,i,3,i,i
COc1ccc2c(c1)CCCN2C(N)=Nc1ccc(Cl)cc1,i,i,0,-4,i,-5,1,i,0,i,i
O=C1SC(c2ccccc2)=C/C1=C\N1CCCCC1,i,i,2,68*,i,-9,6,i,-2,i,i
COc1ccc(NC(=O)Nc2cc(NC(=O)Nc3ccc(OC)cc3)c(C)nc2C)cc1,i,i,-2,-1,i,-6,-1,i,-4,i,i
Nn1c(SCC(=O)NC2CCCCC2)nnc1C1CC1,i,i,-1,7,i,-13,1,i,-6,i,i
COc1ccc(CNC(=S)N2CCN(Cc3ccccc3)CC2)cc1,i,i,0,-5,i,-12,-2,i,0,i,i
COc1ccccc1NC(=O)CNC(=O)Cn1c(C)cc2ccccc2c1=O,i,i,1,-1,i,-8,2,i,0,i,i
COc1ccccc1C(O)P(=O)(OC(C)C)c1ccc(N(C)C)cc1 (centres undefined),i,i,2,1,i,-12,0,i,?,i,i
O=C(COc1ccc(F)c(Cl)c1)N1CCCCCCC1,i,i,0,-6,i,-1,-3,i,2,i,i
CSc1nnc(-c2ccc(S(=O)(=O)N3CCOCC3)cc2)n1C,i,i,-1,1,i,-1,-3,i,2,i,i
COc1ccc(OC)c(NC(=O)Cn2cnc3c(cnn3-c3ccccc3)c2=O)c1,i,i,-1,-2,i,-8,0,i,1,i,i
C=CCOc1c(Cl)cc(CNc2ccc3[nH]c(=O)[nH]c3c2)cc1OC,i,i,-1,0,i,-2,0,i,-6,i,i
Cc1nc2sc(C(c3ccc(C(C)C)cc3)N3CCN(CCO)CC3)c(O)n2n1 (centres undefined),i,i,1,6,i,-8,-1,i,nt,i,i
C=CCc1ccc(OCCCCN2CCC(C)CC2)c(OC)c1,i,i,3,nt,i,-6,1,i,0,i,i
C=C1CCN([C@H](C(=O)NCc2cc(OC)c(OC)c(OC)c2)C(C)C)S(=O)(=O)c2ccccc21,i,i,1,8,i,-6,-1,i,-5,i,i
CN(c1ccccc1)S(=O)(=O)c1ccc(Cl)c(C(=O)OCC(=O)NCc2ccco2)c1,i,i,-2,-1,i,-7,-4,i,nt,i,i
C=CCn1cnc2c(nnn2-c2ccc(C)c(Cl)c2)c1=O,i,i,0,-2,i,-2,-1,i,4,i,i

# Screening data (PubChem)
